# PRC2 inh: EZH2 (human) methyltransferase inhibition; PRC2 H3K27 methylation, DELFIA TRF, 1 h; hit rate 0.35% among 57,000; inhibition, % at 12.5 µM; Q15910;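 active = mean inhibition of replicates at least 50% and every single replicate also reaching 50%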;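 note: dimethyl H3K27 on biotinylated H3 21-44 peptide detected by antibody; plate controls were median neutral control wells for no effect and median positive control wells for full effect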
# IDH1 R132H inh: inhibitors of human IDH1 R132H; O75874; AID 624101; hit rate 0.18% among 70,000; IDH1 R132H reductase, diaphorase/resazurin fluorescence, 60 min; inhibition, % at 10 µM; in the data active = inhibition above about 34%;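 note: 0% = DMSO and 100% = no enzyme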
# Target sequence (O75874 whole entry R132H): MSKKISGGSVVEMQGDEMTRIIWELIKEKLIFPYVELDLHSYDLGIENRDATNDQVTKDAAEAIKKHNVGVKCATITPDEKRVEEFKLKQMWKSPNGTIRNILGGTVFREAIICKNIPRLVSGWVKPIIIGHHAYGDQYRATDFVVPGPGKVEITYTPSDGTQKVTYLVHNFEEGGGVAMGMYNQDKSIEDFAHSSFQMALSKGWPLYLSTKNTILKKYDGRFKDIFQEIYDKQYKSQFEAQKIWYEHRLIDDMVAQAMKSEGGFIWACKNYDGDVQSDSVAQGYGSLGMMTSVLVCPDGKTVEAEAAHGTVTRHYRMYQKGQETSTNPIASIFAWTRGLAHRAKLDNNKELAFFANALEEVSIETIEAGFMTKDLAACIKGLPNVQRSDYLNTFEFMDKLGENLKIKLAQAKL
# The depositor's hits bear a star; x = not tested or not shown. This is a subset; count on the stated rates, not on these rows.
SMILES | PRC2 inh | IDH1 R132H inh
C[C@@H]1CCCCO[C@H](CN(C)C(=O)Nc2ccc3c(c2)OCO3)[C@H](C)CN([C@@H](C)CO)C(=O)c2cc(NS(C)(=O)=O)ccc2O1 | x | 1.5
C[C@H]1CN([C@@H](C)CO)C(=O)CCCn2cc(nn2)CO[C@@H]1CN(C)Cc1ccc(C(F)(F)F)cc1 | -6.3 | 2.4
CCC(=O)N(C)C[C@@H]1Oc2cc(C#C[C@H](C)O)ccc2S(=O)(=O)N([C@@H](C)CO)C[C@@H]1C | 0.5 | 1.1
CO[C@@H]1CN(C)C(=O)c2cc(NC(=O)c3cccc(F)c3)ccc2OC[C@@H](C)N(CC2CC2)C[C@@H]1C | 3.6 | -0.3
COc1ccc(OC)c(C2C(C(=O)c3cccs3)C(=O)C(=O)N2Cc2cccnc2)c1 (stereo not given) | -1.1 | 0.0
O=C(C[C@H]1C=C[C@H](NC(=O)Nc2ccc(C(F)(F)F)cc2)[C@@H](CO)O1)NCCN1CCCC1 | 11.8 | 0.1
COc1ccc(-c2c(C#N)c(SCC(=O)Nc3cccc(F)c3)nc3c2CCC3)cc1 | -8.4 | -0.4
O=C(CCCCCCC(=O)N/N=C/c1ccc(Br)o1)NO | 12.3 | -0.4
C[C@H]1CN([C@@H](C)CO)S(=O)(=O)c2ccc(C#CC3CC3)cc2O[C@@H]1CN(C)C(=O)C1CCCCC1 | -19.6 | x
COc1ccc(C(=O)O)cc1S(=O)(=O)NCc1ccccc1 | 5.9 | -0.1
COc1ccc(S(=O)(=O)Nc2cccc3c2O[C@H](CN(C)Cc2ccc(C(=O)Nc4ccccc4N)cc2)[C@H](C)CN([C@H](C)CO)C3=O)cc1 | -20.9 | -0.3
Cc1ccc(S(=O)(=O)Nc2ccc3c(c2)C(=O)N([C@@H](C)CO)C[C@@H](C)[C@@H](CN(C)Cc2ccccc2)OCCCC[C@H](C)O3)cc1 | x | -1.8
CC(C)NC(=O)Nc1ccc2c(c1)CC(=O)N([C@@H](C)CO)C[C@H](C)[C@@H](CN(C)CC1CC1)O2 | 3.3 | 2.4
Cc1ccc(S(=O)(=O)Nc2ccc3c(c2)C(=O)N([C@H](C)CO)C[C@@H](C)[C@@H](CN(C)Cc2ccc(C(=O)O)cc2)O3)cc1 | x | 0.2
Cc1noc(C)c1NC(=O)N(C)C[C@H]1Oc2ccc(NS(=O)(=O)c3c(C)noc3C)cc2CC(=O)N([C@H](C)CO)C[C@@H]1C | x | 0.2
C=CCC/C=N/NC(=O)CCCCCCC(=O)NO | -3.9 | 0.2
C[C@@H]1CN([C@H](C)CO)C(=O)Cc2cc(NS(=O)(=O)c3ccc(Cl)cc3)ccc2O[C@@H]1CN(C)Cc1ccc(C(=O)O)cc1 | x | 4.3
CC(C)NC(=O)Nc1cccc2c1O[C@H](CN(C)CC1CC1)[C@@H](C)CN([C@H](C)CO)C2=O | x | 0.7
C[C@H]1CN([C@@H](C)CO)C(=O)c2cc(NS(=O)(=O)c3ccc(F)cc3)ccc2O[C@@H]1CN(C)S(=O)(=O)c1ccc(Cl)cc1 | x | -0.8
COc1ccc(S(=O)(=O)Nc2cccc3c2O[C@@H](CN(C)S(=O)(=O)c2ccc(C)cc2)[C@@H](C)CN([C@@H](C)CO)C3=O)cc1 | x | -26.2
Cc1nc(SCC(=O)Nc2ccc(Oc3ccccc3)cc2)n[nH]1 | 17.7 | -0.2
CC(Oc1ccc(Cl)cc1Cl)C(=O)Nc1ccccc1C(=O)NC1CCCCC1 (stereo not given) | 0.0 | 0.4
CNC[C@@H]1OCCCC[C@@H](C)Oc2ccc(NC(=O)C3CCCCC3)cc2C(=O)N([C@H](C)CO)C[C@@H]1C | -3.4 | 2.5
Cc1noc(C)c1NC(=O)Nc1ccc2c(c1)C(=O)N([C@@H](C)CO)C[C@@H](C)[C@H](CN(C)S(=O)(=O)c1cccs1)O2 | x | 1.9
C[C@@H]1CCCCO[C@H](CN(C)S(=O)(=O)c2ccc(F)cc2)[C@@H](C)CN([C@@H](C)CO)C(=O)c2cc(NC(=O)Nc3cccc4ccccc34)ccc2O1 | x | -0.6
C[C@@H]1CN([C@H](C)CO)C(=O)CCCn2nncc2CO[C@@H]1CN(C)S(=O)(=O)c1ccc(C#N)cc1 | x | 2.5
C[C@@H]1CCCCO[C@H](CN(C)C(=O)Cc2ccccc2)[C@H](C)CN([C@H](C)CO)C(=O)c2cc(NS(=O)(=O)c3cn(C)cn3)ccc2O1 | x | -1.3
C[C@H]1CN([C@@H](C)CO)C(=O)c2cccc(NC(=O)Nc3ccccc3)c2O[C@H]1CN(C)C(=O)NC1CCCCC1 | -6.9 | 0.0
Cc1cc(N(CC(=O)Nc2ccc(F)cc2)S(C)(=O)=O)ccc1Br | 8.5 | -0.4
C[C@@H]1CN([C@H](C)CO)S(=O)(=O)c2ccc(C#Cc3ccccn3)cc2O[C@H]1CN(C)Cc1cccc(F)c1 | 35.6 | 0.9
COc1ccc(S(=O)(=O)Nc2ccc3c(c2)C(=O)N([C@@H](C)CO)C[C@@H](C)[C@@H](CN(C)C)OCCCC[C@H](C)O3)cc1 | 17.7 | x
O=C(CCCCC(=O)N/N=C/c1cccc(O)c1O)NO | 3.5 | -0.9
C[C@@H]1CN([C@@H](C)CO)C(=O)c2cc(NC(=O)Cc3cn(C)c4ccccc34)ccc2O[C@@H]1CN(C)Cc1ccc(C(=O)O)cc1 | x | -1.4
COc1ccc(NC(=O)Nc2ccc3c(c2)[C@H]2C[C@H](CC(=O)N4CCN(C)CC4)O[C@@H](CO)[C@H]2O3)cc1 | 2.0 | 0.2
CO[C@@H]1CN(C)C(=O)c2cc(NC(=O)C3CC3)ccc2OC[C@H](C)N(CCc2ccccc2)C[C@@H]1C | 14.6 | x
C[C@@H](NC(=O)C[C@@H]1C[C@H]2c3cc(NS(C)(=O)=O)ccc3O[C@H]2[C@H](CO)O1)c1ccccc1 | -3.1 | -0.1
CO[C@@H]1CN(C)C(=O)c2cc(NC(=O)Nc3ccc(Cl)c(Cl)c3)ccc2OC[C@@H](C)NC[C@@H]1C | -48.9 | x
CO[C@H]1CN(C)C(=O)c2ccc(NC(=O)Nc3c(C)noc3C)cc2OC[C@@H](C)N(C)C[C@H]1C | 1.5 | 0.0
C[C@H](CO)N1C[C@H](C)[C@H](CN(C)C(=O)c2ccncc2)Oc2ncc(C#CC3CC3)cc2C1=O | 10.3 | x
CCOC(=O)c1ccc(NC(=O)C(C)Sc2nc3ccccc3[nH]2)cc1 (stereo not given) | x | 0.0
CNC[C@@H]1Oc2ccc(NC(=O)Nc3ccc(F)cc3)cc2CC(=O)N([C@@H](C)CO)C[C@@H]1C | x | 1.4
CC(C)NC(=O)Nc1ccc2c(c1)C(=O)N([C@@H](C)CO)C[C@H](C)[C@@H](CN(C)C(=O)Nc1ccc(F)cc1)OCCCC[C@@H](C)O2 | x | 3.6
C[C@@H]1CCCCO[C@H](CN(C)CC2CC2)[C@@H](C)CN([C@H](C)CO)C(=O)c2cc(NC(=O)Nc3ccc4c(c3)OCO4)ccc2O1 | x | 7.1
Cc1noc(C)c1S(=O)(=O)Nc1ccc2c(c1)C(=O)N([C@H](C)CO)C[C@H](C)[C@@H](CN(C)C(=O)Nc1ccc(F)cc1)O2 | x | -0.6
C[C@H]1CN([C@@H](C)CO)C(=O)c2cc(NS(=O)(=O)c3cccs3)ccc2O[C@H]1CN(C)Cc1ccc(C(F)(F)F)cc1 | 17.7 | -2.1
C[C@@H]1CCCCO[C@H](CN(C)C(=O)Cc2ccccc2)[C@H](C)CN([C@H](C)CO)C(=O)c2cc(NS(=O)(=O)c3ccccc3)ccc2O1 | x | 1.3
Cc1noc(C)c1NC(=O)N(C)C[C@H]1Oc2ccc(NC(=O)Cc3ccccc3)cc2CC(=O)N([C@H](C)CO)C[C@@H]1C | 5.2 | -2.6
COc1ccc([N+](=O)[O-])cc1NC(=O)CCC1COc2ccccc2O1 (stereo not given) | 1.9 | -0.1
C[C@H](CO)N1C[C@H](C)[C@@H](CN(C)S(=O)(=O)c2cccs2)Oc2ccc(NC(=O)Nc3ccccc3)cc2CC1=O | x | -0.8
C[C@@H]1CN([C@H](C)CO)C(=O)Cc2cc(NS(=O)(=O)c3ccccc3)ccc2O[C@H]1CN(C)Cc1ccc(C(=O)O)cc1 | x | 0.5

# Individual results from the entries so far.
# Entry of `Cc1ccc(S(=O)(=O)Nc2ccc3c(c2)C(=O)N([C@H](C)CO)C[C@@H](C)[C@@H](CN(C)Cc2ccc(C(=O)O)cc2)O3)cc1` in IDH1 R132H inh: 0.2
# Entry of `CO[C@@H]1CN(C)C(=O)c2cc(NC(=O)c3cccc(F)c3)ccc2OC[C@@H](C)N(CC2CC2)C[C@@H]1C` in IDH1 R132H inh: -0.3

# Next part:
SMILES | PRC2 inh | IDH1 R132H inh
COc1ccc(Cl)cc1NC(=S)NCc1ccc(S(N)(=O)=O)cc1 | -23.2 | 0.5
C[C@H]1CCCCO[C@@H](CN(C)Cc2ccccc2)[C@@H](C)CN([C@@H](C)CO)C(=O)c2cc(NS(=O)(=O)c3ccc(Cl)cc3)ccc2O1 | x | 0.9
O=S(=O)(N1CCOCC1)n1c(Cc2ccccc2)nc2ccccc21 | x | 1.5
CCC(=O)N1C[C@@H](C)[C@@H](OC)CN(C)C(=O)c2ccc(NC(=O)NC(C)C)cc2OC[C@@H]1C | -0.1 | 0.0
COc1ccc(S(=O)(=O)Nc2ccc3c(c2)C(=O)N([C@H](C)CO)C[C@H](C)[C@H](CN(C)S(=O)(=O)c2cn(C)cn2)OCCCC[C@@H](C)O3)cc1 | x | -10.9
C[C@H](CO)N1C[C@H](C)[C@H](CN(C)Cc2ccccc2)Oc2ccc(NC(=O)Nc3cccc4ccccc34)cc2CC1=O | -0.7 | x
CCCN1C[C@@H](C)[C@@H](OC)CN(C)C(=O)c2cc(NC(=O)C3CC3)ccc2OC[C@@H]1C | 5.1 | 0.0
Cc1ccc(S(=O)(=O)Nc2ccc3c(c2)C(=O)N([C@@H](C)CO)C[C@H](C)[C@H](CN(C)S(=O)(=O)c2cccs2)OCCCC[C@H](C)O3)cc1 | x | 0.8
C[C@H]1CN([C@@H](C)CO)C(=O)Cc2cc(NS(=O)(=O)c3cn(C)cn3)ccc2O[C@H]1CN(C)S(C)(=O)=O | x | -0.3
COc1ccc(S(=O)(=O)N(C)C[C@@H]2OCCCC[C@H](C)Oc3ccc(NC(=O)Nc4ccccc4)cc3C(=O)N([C@@H](C)CO)C[C@@H]2C)cc1 | x | 0.3
O=C(C[C@@H]1C[C@@H]2c3cc(NS(=O)(=O)c4ccc(F)cc4)ccc3O[C@@H]2[C@H](CO)O1)N1CCCCC1 | 1.3 | 0.3
C[C@H]1CN([C@@H](C)CO)C(=O)c2cc(NS(=O)(=O)c3ccc(Cl)cc3)ccc2O[C@H]1CN(C)S(=O)(=O)c1ccc(F)cc1 | x | 0.2
C[C@@H]1CN([C@H](C)CO)C(=O)c2cc(NS(=O)(=O)c3cccs3)ccc2O[C@H]1CN(C)Cc1ccc(Cl)c(Cl)c1 | 18.3 | -1.4
CCOC(=O)c1cnc2c(cnn2CC)c1NN=C(C)C | 2.5 | 1.8
CO[C@@H]1CN(C)C(=O)c2ccc(NS(=O)(=O)CC(F)(F)F)cc2OC[C@@H](C)N(C)C[C@@H]1C | 7.2 | -0.1
C[C@@H]1CN([C@H](C)CO)C(=O)Cc2cc(NC(=O)Cc3ccccc3)ccc2O[C@H]1CN(C)Cc1ccc(C(=O)Nc2ccccc2N)cc1 | -17.8 | -0.1
Cc1cc(I)ccc1NC(=O)Cn1c([N+](=O)[O-])cnc1C | 7.9 | 0.8
COC(=O)C(CC#Cc1ccc2c(c1)[C@]1(C(=O)N2)[C@H](C(=O)N2CCc3cc(OC)c(OC)cc3C2)[C@H]2C(=O)O[C@H](c3ccccc3)[C@H](c3ccccc3)N2[C@@H]1c1ccc(OCCO)cc1)C(=O)OC | -27.0 | x
COCCNC(=O)C[C@H]1C[C@H]2c3cc(NC(=O)NC4CCCCC4)ccc3O[C@H]2[C@@H](CO)O1 | -6.5 | 0.3
O=C(Nc1ccc(Cl)c(Cl)c1)N[C@H]1CC[C@@H](CCn2cc(C3CC3)nn2)O[C@@H]1CO | -2.0 | -0.1
Cc1ccc(S(=O)(=O)N[C@H]2CC[C@H](CCn3cc(C4(O)CCCC4)nn3)O[C@@H]2CO)cc1 | 11.2 | 0.4
Cc1noc(C)c1NC(=O)Nc1cccc2c1O[C@@H](CN(C)C(=O)Nc1c(C)noc1C)[C@@H](C)CN([C@H](C)CO)C2=O | x | -1.0
C[C@@H]1CN([C@@H](C)CO)C(=O)CCCn2cc(nn2)CO[C@@H]1CN(C)C(=O)Nc1ccccc1C(F)(F)F | -5.5 | 0.0
C[C@H](CO)N1C[C@H](C)[C@@H](CN(C)C(=O)Nc2ccccc2)OCc2cnnn2CCCC1=O | -1.4 | 3.2
C[C@@H]1CN([C@@H](C)CO)C(=O)Cc2cc(NS(C)(=O)=O)ccc2O[C@H]1CN(C)Cc1ccc(-c2ccccc2)cc1 | -25.6 | -1.2
C/C=C/c1cnc2c(c1)C(=O)N([C@@H](C)CO)C[C@@H](C)[C@H](CN(C)C(=O)Nc1ccccc1F)O2 | 17.4 | 0.1
CC(C)NC(=O)N(C)C[C@@H]1Oc2cc(Br)ccc2S(=O)(=O)N([C@H](C)CO)C[C@@H]1C | -2.6 | -3.0
Cc1cc(C)cc(N(C(C)C(=O)Nc2cccc(C(F)(F)F)c2)S(C)(=O)=O)c1 (stereo not given) | 10.7 | -1.0

# Single records (already shown). Values in the order: PRC2 inh | IDH1 R132H inh
# `COC(=O)C(CC#Cc1ccc2c(c1)[C@]1(C(=O)N2)[C@H](C(=O)N2CCc3cc(OC)c(OC)cc3C2)[C@H]2C(=O)O[C@H](c3ccccc3)[C@H](c3ccccc3)N2[C@@H]1c1ccc(OCCO)cc1)C(=O)OC` is listed as -27.0 | x
# `COc1ccc(Cl)cc1NC(=S)NCc1ccc(S(N)(=O)=O)cc1` is listed as -23.2 | 0.5
# `C[C@@H]1CN([C@@H](C)CO)C(=O)CCCn2cc(nn2)CO[C@@H]1CN(C)C(=O)Nc1ccccc1C(F)(F)F` is listed as -5.5 | 0.0

# Bioassay records (PubChem BioAssay)
